High-throughput results deposited in PubChem by several laboratories.
eLon inh: E. coli protease La inhibition | P0A9M0 | purified E. coli Lon protease, fluorescence polarization | inhibition, % at 7.94 µM | actives 0.42% (n = 360,000) | AID 602123; in the data active = inhibition above about 13%, passing the limit was not always enough;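 also: 0% = enzyme with probe and DMSO and 100% = no enzyme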
MsrA inhibitor: inhibits bovine methionine sulfoxide reductase A; purified bovine MsrA, absorbance read-out; inhibition, % at 15.5 µM; actives 0.75% (n = 360,000); AID 651718; in the data active = inhibition above about 4.5%;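 also: 0% = vehicle wells with enzyme and 100% = reference inhibitor wells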
FAS TE block: inhibitors of human fatty acid synthase thioesterase domain. P49327. recombinant FAS-TE, OMFH fluorogenic substrate, fluorescence endpoint. inhibition, % at 15 µM. actives 0.67% (n = 360,000);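 active = compounds whose normalised, plate-corrected inhibition of enzyme fluorescence in the single-dose primary screen is 50% or more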;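 also: 0% = DMSO with enzyme and 100% = substrate without enzyme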
MT1-MMP act inh: blocks activation of human MT1-MMP | P50281 | HT1080 RFP-PRO-GFP cells, GFP/RFP ratio fluorescence, overnight; percent of plate control window, DMSO zero | GFP/RFP ratio change, % at 20 µM | actives 0.061% (n = 360,000) | AID 651647;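 active = GFP/RFP ratio change of at least 30% with cell ATP level not reduced by more than half and red fluorescence within 50% of control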; also: strong numbers were not always called active
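Assay system: HT1080 RFP-PRO-GFP cells | Dosing: 20 µM single dose, 1% DMSO | Incubation: Cells overnight before dosing, compound overnight, 37 °C, 5% CO2 | Evaluation: GFP/RFP fluorescence ratio | Control set: DMSO-only wells and HT1080 RFP-L50D-GFP cell wells as references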
Rin1-Abl PPI inh: human Rin1-Abl interaction inhibition; P00519+Q13671; TR-FRET Rin1/Abl binding, biochemical; inhibition, % at 7.35 µM; actives 0.4% (n = 360,000); in the data active = inhibition above about 5%, passing the limit was not always enough
Target sequence (P00519 whole entry, looked up): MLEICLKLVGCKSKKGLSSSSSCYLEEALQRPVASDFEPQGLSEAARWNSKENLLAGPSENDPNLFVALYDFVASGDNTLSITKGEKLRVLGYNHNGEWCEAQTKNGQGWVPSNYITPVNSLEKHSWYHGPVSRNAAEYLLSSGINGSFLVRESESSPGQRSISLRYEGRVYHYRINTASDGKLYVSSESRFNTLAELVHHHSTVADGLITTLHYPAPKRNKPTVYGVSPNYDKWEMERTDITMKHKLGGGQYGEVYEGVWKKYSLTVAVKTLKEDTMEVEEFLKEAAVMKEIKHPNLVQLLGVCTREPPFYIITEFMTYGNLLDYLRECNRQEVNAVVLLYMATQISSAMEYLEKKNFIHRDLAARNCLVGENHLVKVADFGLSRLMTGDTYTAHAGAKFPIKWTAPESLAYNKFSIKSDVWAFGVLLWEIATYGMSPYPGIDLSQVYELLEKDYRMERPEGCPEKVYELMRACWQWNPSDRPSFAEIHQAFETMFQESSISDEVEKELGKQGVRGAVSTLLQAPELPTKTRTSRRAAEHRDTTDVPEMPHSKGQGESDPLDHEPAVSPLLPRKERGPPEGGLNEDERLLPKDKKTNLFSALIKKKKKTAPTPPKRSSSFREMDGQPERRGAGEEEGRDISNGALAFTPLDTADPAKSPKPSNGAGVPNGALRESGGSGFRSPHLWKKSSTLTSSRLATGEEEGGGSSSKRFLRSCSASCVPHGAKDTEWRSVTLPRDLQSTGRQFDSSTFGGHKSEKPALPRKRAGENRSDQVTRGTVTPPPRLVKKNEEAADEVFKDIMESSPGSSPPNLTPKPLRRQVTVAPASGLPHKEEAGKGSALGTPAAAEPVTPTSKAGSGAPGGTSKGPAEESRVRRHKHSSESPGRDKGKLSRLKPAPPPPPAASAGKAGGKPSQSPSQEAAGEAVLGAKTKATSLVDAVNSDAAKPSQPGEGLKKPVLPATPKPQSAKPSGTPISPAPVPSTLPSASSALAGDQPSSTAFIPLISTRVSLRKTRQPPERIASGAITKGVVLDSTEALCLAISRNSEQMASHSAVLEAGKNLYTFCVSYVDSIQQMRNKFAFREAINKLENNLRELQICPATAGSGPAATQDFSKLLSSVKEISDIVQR
Target sequence (Q13671 whole entry, looked up): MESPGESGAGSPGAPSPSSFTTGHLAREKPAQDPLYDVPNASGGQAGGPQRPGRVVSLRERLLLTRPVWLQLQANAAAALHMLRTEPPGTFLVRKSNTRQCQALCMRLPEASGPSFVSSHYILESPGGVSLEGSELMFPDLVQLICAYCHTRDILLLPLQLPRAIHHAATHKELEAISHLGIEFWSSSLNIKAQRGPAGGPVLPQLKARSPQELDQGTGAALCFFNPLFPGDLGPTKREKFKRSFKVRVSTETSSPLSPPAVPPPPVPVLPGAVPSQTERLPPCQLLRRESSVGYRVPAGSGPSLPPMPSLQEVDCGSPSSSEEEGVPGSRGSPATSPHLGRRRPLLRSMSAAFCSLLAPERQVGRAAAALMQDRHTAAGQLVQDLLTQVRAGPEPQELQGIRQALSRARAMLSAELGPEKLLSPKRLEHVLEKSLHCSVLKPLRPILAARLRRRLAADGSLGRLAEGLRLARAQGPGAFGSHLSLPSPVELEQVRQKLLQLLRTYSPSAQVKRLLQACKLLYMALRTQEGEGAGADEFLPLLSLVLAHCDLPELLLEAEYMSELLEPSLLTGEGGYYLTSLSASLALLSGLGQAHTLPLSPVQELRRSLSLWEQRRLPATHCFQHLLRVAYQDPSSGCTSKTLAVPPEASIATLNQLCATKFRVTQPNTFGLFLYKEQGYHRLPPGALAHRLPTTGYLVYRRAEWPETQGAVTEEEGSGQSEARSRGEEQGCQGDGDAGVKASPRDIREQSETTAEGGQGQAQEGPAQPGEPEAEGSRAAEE
CendR NRP1 mod: NRP-1/CendR interaction modulation | O14786 | FAM-RPARPAR peptide binding to NRP-1, fluorescence polarization | inhibition, % at 25 µM | actives 0.85% (n = 360,000) | AID 602438;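 active = inhibition or corrected inhibition above about 18%, plus a signal ratio from 0.5 to 1.5, limit read from the data, passing the limit was not always enough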; also: strong numbers were not always called active
MsrA act: activates bovine MsrA enzyme | purified bovine MsrA, absorbance read-out | actives 0.3% (n = 360,000) | activation, % at 10.6 µM | AID 602163; in the data active = activation above about 7.5%;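 also: 0% = vehicle and 100% = reference activator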
SKN-1 inh: inhibitors of C. elegans SKN-1; AID 624304; C. elegans VP596 Pgst-4::GFP/RFP ratio, acrylamide-induced, 24 h; actives 0.49% (n = 360,000); inhibition, % at 21.8 µM;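 active = interference check ratio from 0.5 to 1.5 plus GFP to RFP signal ratio inhibition reaching or exceeding a fixed threshold, cut at about 30% in these data, passing the limit was not always enough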; also: some compounds called inactive have numbers as strong as hits
Neddyl block: inhibitors of human cullin neddylation; TR-FRET cullin neddylation, biochemical; calls only at 25 µM; actives 0.58% (n = 360,000); AID 651699; in the data active = inhibition above about 36%
* = called active by the depositor; i = inactive; . = no result given; + = active, no number.

SMILES	eLon inh	MsrA inhibitor	FAS TE block	MT1-MMP act inh	Rin1-Abl PPI inh	CendR NRP1 mod	MsrA act	SKN-1 inh	Neddyl block
CCc1nnc(NC(=O)CSc2nnc3c4ccccc4n(C)c3n2)s1	3	0.0	2	1	-13	3	1	6	i
COc1ccc2[nH]c(=O)c(CN(Cc3cccnc3)S(=O)(=O)c3ccccc3F)cc2c1	-14	0.2	0	-14	-1	-11	-2	3	i
Cc1ccc(NC(=O)CS(=O)CC(=O)Nc2ccccc2-c2ccc(C)o2)cc1 (configuration not stated)	114*	3.1	-7	-29	-2	-6	1	16	i
CC(=O)NC1(C(=O)O)CCCC1	-6	0.5	-6	0	2	10	-6	-3	i
FC(F)(F)c1ccc(CN2CCCCCC2)cc1	-3	0.8	-12	-3	3	3	-7	8	i
O=C(NCCCn1ccnc1)c1ccc(Cl)c(Cl)c1	3	0.5	-1	1	-2	2	-2	5	i
O=C(Cc1cccs1)NCCc1ccc(Cl)cc1	-17	0.2	-2	-3	-3	8	-1	3	i
Cc1ccc(NC(=O)N2CCCC2C(=O)Nc2nnc(C(C)C)s2)cc1 (configuration not stated)	3	-1.2	-3	3	2	17	-4	-5	i
O=C(CSc1n[nH]c(-c2ccccc2)n1)NC1CCCCC1	4	-0.7	-9	2	1	9	0	4	i
Cc1ccc(NC(=O)c2c(-c3c(F)cccc3Cl)noc2C)cc1F	5	1.0	15	0	5	10	-12	-15	i
O=C(c1ccc(Cl)c(Cl)c1)N1CCN(c2ccccn2)CC1	-5	0.3	3	0	-1	10	-4	-23	i
C=CCc1cccc2cc(C(=O)N3CCN(C(=O)c4ccccc4)CC3)c(=O)oc12	-7	0.4	-2	5	1	4	-1	3	i
COc1ccc(S(=O)(=O)N2CCCC(C(=O)NC3CC3)C2)cc1Cl (configuration not stated)	-8	0.5	-2	-2	-1	9	-9	-4	i
Cc1cc(N2CCN(c3cccc(C(F)(F)F)c3)CC2)n2ncnc2n1	-11	-0.2	4	-3	3	-8	-6	-22	i
Cc1ccc(-c2noc(CCC(=O)N3CCCC3)n2)cc1	-4	-1.0	-6	1	-1	-4	-2	4	i
COc1ccc(OCCC(=O)OCC(=O)NC2CCCCC2)cc1	-3	0.4	-4	9	3	-13	-3	2	i
O=C(O)CCC1C(=O)NC(=O)CC1c1ccccc1 (configuration not stated)	-6	-0.6	-7	1	2	12	-1	8	i
CCOC(=O)c1cnc(SC)nc1Sc1ccccc1	11	1.1	20	2	-4	-2	-1	-10	i
COC(=O)C[C@@H]1CC[C@H](NC(=O)Nc2ccc(F)cc2)[C@@H](CO)O1	.	-0.5	.	-1	.	8	.	-6	i
C=C(C)COc1ccc(-c2[nH]ncc2Oc2ccccc2OC)c(O)c1	3	0.0	-111	4	-2	-3	0	11	i
COc1cc(/C=N/Nc2ncnc3sc4c(c23)CCC4)ccc1O	1	5.5*	2	-4	-1	-7	-9	-11	i
Cn1nc(C(C)(C)C)cc1C(=O)Sc1cccc(Br)c1	2	0.3	25	2	-3	0	-4	19	i
O=[N+]([O-])c1ccc(OCCO)c(P(=O)(c2ccccc2)c2ccccc2)c1	-4	0.4	-1	-3	-4	2	-9	-4	i
Cc1ccc(NS(=O)(=O)c2ccc(-c3ccc(=O)[nH]n3)o2)cc1Cl	-10	0.5	-1	-6	0	-2	-3	-4	i
CN1CCN(Cc2cc(COCc3ccccc3)c3cccnc3c2O)CC1	5	2.0	-17	-13	0	-4	-4	-16	i
COc1cccc(C(=O)N2CCC[C@H]2C(=O)N2CCC[C@H]2C(=O)N(C)Cc2ccccc2)c1	-11	-0.1	-12	1	.	8	-2	-2	i
COc1cc(C#Cc2ccc3cc(CCCO)oc(=O)c3c2)cc(OC)c1	-3	1.3	10	9	3	15	-5	-4	i
S=C(NCC1CCCO1)N1CCc2ccccc2C1 (configuration not stated)	-2	-1.1	-6	-1	-1	16	-2	13	i
CC(C)(C)c1ccc(C(=O)c2c[nH]c(C(=O)NCCCN3CCOCC3)c2)cc1	-5	1.1	3	12	-7	-6	-1	8	i
Brc1cccc(CN2CCCCCCC2)c1	7	-1.0	-7	-6	0	16	-4	10	i
Cc1c(NS(=O)(=O)c2cc(C(=O)O)ccc2Cl)c(=O)n(-c2ccccc2)n1C	-3	0.6	-5	-2	3	11	-1	-5	i
Nc1ncn([C@@H]2O[C@H](CO)[C@@H](O)[C@H]2O)c(=O)n1	7	-1.1	1	-32	1	0	0	7	i
O=C(NC1CCCCC1)C1CCCN1C(=O)NCc1ccccc1 (configuration not stated)	3	-0.9	-5	-5	0	1	0	-38	i
CCOC(=O)C1=C(C(F)(F)F)Nc2ncnn2C1c1ccc(OC)cc1OC (configuration not stated)	-1	0.2	-8	-1	3	2	-6	4	i
O=C(NC(=S)NCCO)c1sc2ccccc2c1Cl	6	-0.5	-2	-2	-2	3	-4	-1	i
Cc1ccc(N2C(=O)C3CC(c4ccccc4)=C4C5C=CC(C6C(=O)N(c7ccc(C)cc7)C(=O)C56)C4C3C2=O)cc1 (configuration not stated)	3	0.9	85*	0	1	-1	-2	12	i
COc1cccc(NC(=O)[C@H](NC(=O)[C@@H]2Cc3ccccc3CN2)c2ccccc2)c1	-4	-0.9	6	-1	0	-9	2	10	i
COc1ccc(Nc2cc(C)nc(-n3nc(C)cc3C)n2)cc1	3	0.6	-8	13	-2	9	0	11	i
CC(C)C[C@@H](CNCC(=O)[C@H](CC(=O)O)NC(=O)c1[nH]cnc1C(=O)N[C@H](CN)CC(C)C)NC(=O)c1nc[nH]c1C(=O)N[C@@H](C)C(=O)O	3	-0.1	-8	4	2	-4	-2	8	i
CCc1nnc(NC(=O)c2cc(-c3cccnc3)nc3ccccc23)s1	1	1.0	-4	-1	-3	-5	-1	11	i
Cc1ccccc1N1CCN(C(=O)c2ccccc2NC(=O)c2ccccc2C(=O)O)CC1	4	0.9	5	4	2	8	-11	-1	i
Cc1ccccc1N1CCN(CCC(=O)Nc2ccc(F)cc2)CC1	-1	-0.1	-2	5	0	0	1	12	i
O=C(NCc1cccnc1)c1cccn1-c1ncc(C(F)(F)F)cc1Cl	0	2.4	-6	-2	-1	19	1	8	i
CC(=O)c1ccc(NC(=S)N2CCCC(CO)C2)cc1 (configuration not stated)	-7	-0.1	-16	0	-2	-6	-4	4	i
CCOC(=O)c1c(C)[nH]c(C)c1C(=O)COC(=O)Cc1n[nH]c(=O)c2ccccc12	2	-0.5	-4	1	0	-12	0	11	i
Cc1nn(CC(=O)Nc2ccccn2)c(=O)c2ccccc12	0	-0.9	-8	3	0	-9	-14	-2	i
COc1ccc(OCc2nn3c(-c4ccco4)nnc3s2)cc1	-6	1.5	-4	-1	-2	-4	-8	21	i
COc1ccc(CCNC(=O)CSc2nc(-c3ccco3)cc(C(F)(F)F)n2)cc1OC	4	2.1	-5	-5	-2	-2	-4	2	i
CC(=O)Nc1ccc(/C=N/OCC(=O)Nc2ccc(C)cc2)cc1	-5	1.6	-13	0	-3	5	-3	2	i
COc1ccc(C(=O)N(CCCO)C(C)C(=O)NC2CCCCC2)cc1OC (configuration not stated)	-7	-1.1	-4	3	2	-11	0	-4	i

(next part)
SMILES	eLon inh	MsrA inhibitor	FAS TE block	MT1-MMP act inh	Rin1-Abl PPI inh	CendR NRP1 mod	MsrA act	SKN-1 inh	Neddyl block
CC(=O)N1CCN(c2nc3ccc(Br)cc3s2)CC1	-4	-0.3	-3	8	5	10	-8	5	i
C[C@H](NC(=O)c1nc[nH]c1C(=O)N[C@@H](Cc1ccccc1)C(=O)OC(C)(C)C)C(=O)OCc1ccccc1	-1	-1.2	20	-4	1	10	0	10	i
FC(F)(F)c1ccccc1Cc1c(-c2ccco2)nc2ccc(Cl)cn12	-14	0.2	17	-3	1	-12	-4	2	i
COc1ccc(C(=S)N2CCC(C(N)=O)CC2)cc1Br	-10	2.3	-4	-4	0	-7	0	0	i
Cc1cccc(N2CCN(C(c3ccccc3)c3nnnn3CC3CCCO3)CC2)c1C (configuration not stated)	-4	-0.1	21	-28	1	7	1	12	i
C[C@H](CO)N1C[C@H](C)[C@@H](CN(C)S(=O)(=O)c2ccc(-n3cccn3)cc2)OCc2cn(nn2)CCCC1=O	-6	1.0	-6	1	0	2	-9	2	i
CC(C)C(c1nnnn1Cc1ccc2c(c1)OCO2)N1CCN(c2ccccc2)CC1 (configuration not stated)	-5	0.0	18	-8	0	-3	-5	5	i
CCOc1cccc(-c2nnc3sc(-c4ccco4)nn23)c1	-10	0.6	4	6	-4	-15	-4	6	i
CC1(C(O)(C#CC[N+]2(C)CCCCC2)c2ccccc2)CCCC1 (configuration not stated)	-4	1.4	-5	-1	3	21	-11	-4	i
C#CC(C)(O)C1CC(CC(=O)O)C1(C)C (configuration not stated)	-1	.	-6	-2	1	3	10*	-3	i
CCOc1cc(C(=O)Nc2ccncc2)cc(OCC)c1OCC	-4	1.5	-4	3	3	10	-3	3	i
Cc1ccc(N2NC(=O)/C(=C\c3cc4c(cc3[N+](=O)[O-])OCO4)C2=O)cc1C	-4	1.6	-8	1	1	-28	0	1	i
COC(=O)CNC(c1ccccc1)c1cc(C)ccc1NS(=O)(=O)c1ccc(C)cc1 (configuration not stated)	-7	-0.5	36	1	-2	0	-6	-3	i
CN(C(=O)Nc1ccc(Cl)cc1Cl)C1CCCC1	-9	-2.1	2	-10	-1	10	-1	11	i
CCCCNc1c(N2CCN(C(=O)OCC)CC2)c(=O)c1=O	-6	0.1	-1	2	1	1	0	4	i
CC(C)(C)NC(=O)C(c1ccnc2ccccc12)n1c(=O)c(-c2ccccc2)nc2ccccc21 (configuration not stated)	.	-1.1	.	-1	.	8	.	13	+
CCCSc1nnc(Cc2cc(=O)[nH]c(=O)[nH]2)n1-c1cc(C)ccc1C	1	0.5	-7	-5	1	-12	-4	2	i
O=C(O)CCCCCNS(=O)(=O)c1cccc2nsnc12	-6	0.7	-3	-4	3	0	-4	3	i
COc1ccccc1-c1cc(C(=O)NC2CCCC2)no1	2	0.6	9	-1	0	14	-1	19	i
O=C(Cn1nc(-c2ccccc2)ccc1=O)Nc1ccc(N2CCN(C(=O)c3ccccc3)CC2)cc1	5	-0.4	-3	3	0	-8	-2	-6	i
COc1ccc(OC(C)C(=O)Nc2cccc(OC)c2)cc1 (configuration not stated)	-7	0.2	3	-9	-2	13	0	0	i
COC(=O)c1nc(NC(=O)c2cc(OC)c(OC)c(OC)c2)n[nH]1	-8	0.6	30	-2	-1	12	-3	6	i
Cc1ccc(-n2c(-c3ccc(Cl)cc3Cl)n[nH]c2=S)cc1	-13	1.4	-4	-6	-1	-6	2	-2	i
COc1ccc(NCc2nnc(SCCN3CCCCC3)n2-c2ccc(C)cc2)cc1	-8	-0.4	-10	-5	1	9	-1	-1	i

An excerpt from above in order of their number in MT1-MMP act inh, low to high:
SMILES | eLon inh | MsrA inhibitor | MT1-MMP act inh | Rin1-Abl PPI inh | CendR NRP1 mod | MsrA act | SKN-1 inh | Neddyl block
COc1ccc(OC(C)C(=O)Nc2cccc(OC)c2)cc1 (configuration not stated) | -7 | 0.2 | -9 | -2 | 13 | 0 | 0 | i
Cc1ccc(-n2c(-c3ccc(Cl)cc3Cl)n[nH]c2=S)cc1 | -13 | 1.4 | -6 | -1 | -6 | 2 | -2 | i
COc1ccc(NCc2nnc(SCCN3CCCCC3)n2-c2ccc(C)cc2)cc1 | -8 | -0.4 | -5 | 1 | 9 | -1 | -1 | i
COC(=O)c1nc(NC(=O)c2cc(OC)c(OC)c(OC)c2)n[nH]1 | -8 | 0.6 | -2 | -1 | 12 | -3 | 6 | i
